Bioassay records as filed in PubChem BioAssay.
VP16 counter – VP16 counterscreen qHTS for inhibitors of ROR gamma transcriptional activity | Drosophila S2 Gal4-VP16 UAS-luciferase, luminescence, 20 h | Potency, µM (series often up to 53.6 µM), inactives show top-dose activity, negative = inhibition, usual class: inhibitors | 3.5% of 310,000 active | AID 2546, 2010;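 also: Gal4-VP16 expression switched on by copper sulfate through the metallothionein promoter; potency is read from the fitted curve at half-maximal effect; % is scaled to controls: 0 for no effect and ±100 for the full control effect; nearly all actives have a fitted effect of over 50% in size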
Rab9 prom act – qHTS Assay for Rab9 Promoter Activators; Huh7 Rab9 promoter-luciferase reporter, luminescence, 24 h; Potency, µM (highest dose often 9.22 µM), without a hit: top-dose activation, negative = inhibition, actives largely listed as activators; 2.8% of 320,000 active; AID 485297, 2010; also: potency is read from the fitted curve at half-maximal effect; % of control where 0% means no effect; nearly all actives have a fitted effect of over 60% in size
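Stable Rab9-luc Huh7, 1500 cells/well, 2 h settle; cmpd in DMSO, 24 h, 37 °C/5% CO2; luciferase reagent 10 min RT; luminescence.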
RORgamma inh – qHTS for inhibitors of ROR gamma transcriptional activity; Nuclear receptor ROR-gamma (Mus musculus), P51450; Drosophila S2 Gal4-RORgamma UAS-luciferase reporter, 20 h; Potency, µM (titrated, usually from 53.6 µM), inactives show at the top dose activity change, negative = inhibition, most hits filed as inhibitors; 5.4% of 310,000 active; also: potency is read from the fitted curve at half-maximal effect; % is scaled to controls: 0 for no effect and ±100 for the full control effect; nearly all actives have a fitted effect of over 60% in size
Target sequence (P51450 whole entry, looked up, the tested form may be a part): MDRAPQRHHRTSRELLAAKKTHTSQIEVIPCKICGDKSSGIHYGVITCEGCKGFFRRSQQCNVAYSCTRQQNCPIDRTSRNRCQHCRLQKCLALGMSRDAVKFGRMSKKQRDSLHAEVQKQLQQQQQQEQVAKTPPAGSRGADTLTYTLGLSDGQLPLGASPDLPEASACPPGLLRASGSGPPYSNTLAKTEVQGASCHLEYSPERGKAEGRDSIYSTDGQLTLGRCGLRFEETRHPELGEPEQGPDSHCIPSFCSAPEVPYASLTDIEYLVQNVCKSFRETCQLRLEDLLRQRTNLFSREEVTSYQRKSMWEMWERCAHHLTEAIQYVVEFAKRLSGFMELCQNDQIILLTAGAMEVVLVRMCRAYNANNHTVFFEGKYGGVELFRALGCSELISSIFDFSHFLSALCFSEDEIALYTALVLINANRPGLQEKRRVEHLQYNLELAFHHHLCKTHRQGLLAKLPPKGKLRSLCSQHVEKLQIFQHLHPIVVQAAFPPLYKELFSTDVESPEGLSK
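Stably transfected Drosophila Schneider cells are the test system, with ROR gamma fused to Gal4 and luciferase under UAS control; luminescence is read after 20 hr of 700 uM copper sulfate induction at ambient temperature.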
FLuc modulator – qHTS profiling assay for firefly luciferase inhibitor/activator using purifed enzyme and Km concentrations of substrates (counterscreen for miR-21 project); 6.9% of 360,000 active; purified FLuc, Km substrates, luminescence inhibition; Potency, µM (top dose mostly 57.5 µM), for inactives: top-dose activity change, negative = inhibition, most hits filed as inhibitors; Luciferin 4-monooxygenase (Photinus pyralis), P08659;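 also: potency is read from the fitted curve at half-maximal effect; plate controls were vehicle for no effect and reference inhibitor for full effect; nearly all actives have a fitted effect of over 55% in size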
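Purified P. pyralis luciferase, 10 nM final, with Km-level 10 uM D-luciferin and 10 uM ATP in 50 mM Tris acetate pH 7.5, 10 mM Mg acetate, 0.01% Tween-20, 0.05% BSA; 6-point qHTS titration about 60 µM downward; luminescence read.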
ELG1 genotoxic – qHTS screen for small molecules that induce genotoxicity in human embryonic kidney (HEK293T) cells expressing luciferase-tagged ELG1; Potency, µM (series often up to 46 µM), without a hit: at the top dose activity change, positive = activation, hits mostly activators; 1.3% of 330,000 active; HEK293T ELG1-luciferase reporter, luminescence, 16 h; also: potency is read from the fitted curve at half-maximal effect; % of control where 0% means no effect; nearly all actives have a fitted effect of over 60% in size
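Genotoxic stress is detected as increased luminescence from luciferase-tagged ELG1 in HEK293T cells, measured with ONE-Glo after a 16 hr treatment at 37 °C.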
KCNH2 3.1 inh – qHTS for Inhibitors of KCHN2 3.1: Mutant qHTS; U2OS KCNH2 3.1, thallium flux FluxOr; hits give low values; Potassium voltage-gated channel subfamily H member 2, brain isoform KCNH2 3.1 (human); 0.95% of 340,000 active; activity change, % (tested at about 1.8 µM);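 active = maximum activity change below -70%; inconclusive = maximum activity change from -70% to -50%; inactive = maximum activity change above -50%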;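 also: thallium influx rate constant from kinetic fluorescence after stimulation buffer; % is scaled to controls: 0 for no effect and ±100 for the full control effect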
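Measured as rate of thallium-driven FluxOr signal in transduced U2OS cells carrying the 3.1 channel, read kinetically for 2 min upon stimulation; values are rate constants scaled to DMSO control wells.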
FBPA coupling cs – qHTS Assay for Inhibitors of Fructose-1,6-bisphosphate Aldolase from Giardia Lamblia: Coupling assay counterscreen; activity change, negative = inhibition, % at 58.2 µM, hits read low; coupling enzyme system counterscreen, AmpLite Red fluorescence; 0.67% of 290,000 active; AID 2472, 2010; in the data active = activity change below about -30%; also: % is scaled to controls: 0 for no effect and ±100 for the full control effect
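Counterscreen lacking aldolase: glyceraldehyde-3-phosphate coupling-enzyme reagent preincubated 10 min at RT with compound (at 57.5 uM final), then substrate/coupling system with AmpLite Red added; fluorescence read at 525/598 nm after 20 min RT.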
uPA surface inh – qHTS for Inhibitors of Cell Surface uPA Generation; Potency, µM (series often up to 38.3 µM), for inactives: top-dose activity change, negative = inhibition, usual class: inhibitors; cell surface uPA generation assay, qHTS; 0.31% of 330,000 active; AID 540303, 2011; active = well fitted inhibition curve with a large enough effect; inconclusive = small, poorly fitted or top-dose-only effect; inactive = no such curve, though single readings can be large or run the other way; tested in mouse RAW 264.7 cells; also: potency is read from the fitted curve at half-maximal effect; % is scaled to controls: 0 for no effect and ±100 for the full control effect; nearly all actives have a fitted effect of over 55% in size
Tb PFK block – qHTS Assay to Find Inhibitors of T. brucei phosphofructokinase; Potency, µM (series often up to 57.5 µM), for the others: at the highest dose activity, negative = inhibition, most hits filed as inhibitors; 0.17% of 330,000 active; T. brucei PFK, ADP-Glo luminescence; AID 485367, 2010;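 also: potency is read from the fitted curve at half-maximal effect; 0% = uninhibited 1x PFK enzyme wells and -100% = no-enzyme wells; nearly all actives have a fitted effect of over 60% in size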
Target sequence (O15648 whole entry, looked up): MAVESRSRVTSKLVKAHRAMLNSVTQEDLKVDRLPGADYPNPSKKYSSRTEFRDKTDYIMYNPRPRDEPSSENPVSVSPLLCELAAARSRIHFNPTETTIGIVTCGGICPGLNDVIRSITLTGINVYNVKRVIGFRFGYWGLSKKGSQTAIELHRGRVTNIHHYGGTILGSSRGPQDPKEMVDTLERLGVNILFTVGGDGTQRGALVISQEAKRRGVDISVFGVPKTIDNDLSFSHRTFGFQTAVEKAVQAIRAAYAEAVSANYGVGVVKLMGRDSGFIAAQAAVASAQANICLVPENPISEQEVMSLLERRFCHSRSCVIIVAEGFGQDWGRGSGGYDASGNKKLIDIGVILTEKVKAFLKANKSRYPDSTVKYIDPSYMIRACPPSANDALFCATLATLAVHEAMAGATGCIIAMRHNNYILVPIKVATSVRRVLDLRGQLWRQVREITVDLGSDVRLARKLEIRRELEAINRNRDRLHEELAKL
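1.25 nM PFK with 0.5 mM F6P and 0.1 mM ATP in 0.1 M TEA pH 8.0, 5 mM MgCl2, incubated 45 min at room temperature; ADP measured by ADP-Glo luminescence; compounds titrated up to 57 uM.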
Giardia killer – Small Molecules that selectively kill Giardia lamblia: qHTS | 0.15% of 340,000 active | Giardia lamblia trophozoite viability | AID 540267, 2011 | activity change, % at 7.66 µM, hits read low; in the data active = activity change below about -80%; inconclusive = between about -30% and that limit;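 also: parasites exposed to compound for two days anaerobically before the ATP read; % is scaled to controls: 0 for no effect and ±100 for the full control effect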
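Anaerobic 48 hrs incubation at 37 deg C of 100 trophozoites/well with test compounds; ATPLite 1-Step luminescence, 15-30 min RT, reports cellular ATP as viability.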
NPC1 promoter act – qHTS Assay for NPC1 Promoter Activators | Huh7 NPC1 promoter luciferase reporter, 24 h | Potency, µM (series often up to 9.22 µM), for inactives: at the top dose activation, actives largely listed as activators | AID 485313, 2010 | 2.4% of 320,000 active;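 also: potency is read from the fitted curve at half-maximal effect; % of control where 0% means no effect; nearly all actives have a fitted effect of over 60% in size; reporter is driven by a mutant NPC1 promoter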
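Compounds in DMSO were transferred onto Huh7 NPC1-luciferase reporter cells pre-incubated 2 h; after 24 h at 37 °C, Amplite reagent was dispensed and luminescence recorded 10 min later.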
* = called active by the depositor; u = inconclusive; x = not tested or not shown; [ ] = remark or other dose. Unless noted, calls follow the shape of the dose curve; as a rule, active = well fitted curve in the direction sought with a large enough effect; inconclusive = small, poorly fitted or top-dose-only effect, or another doubt; inactive = no such curve, though single readings can be large; an effect the other way counts as inactive or inconclusive.

(1) CC(=O)Nc1nnc(SCC(=O)Nc2ccc3c(c2)OCCO3)s1
(2) Cc1ccc(NC(=O)CN(c2ccccc2)S(=O)(=O)N(C)C)cc1
(3) CCOC(=O)/C(C#N)=C/c1ccc(OCC(=O)Nc2ccccc2)c(OC)c1
(4) CN(Cc1nc2ccc(F)cc2[nH]1)Cc1c(C(=O)N(C)C)nc2ccc(Cl)cn12
(5) O=C(CNC(=S)N(Cc1ccccc1)Cc1ccccc1F)NCc1ccc(Cl)cc1
(6) CCNS(=O)(=O)c1ccc(C)c(-n2cnnn2)c1C
(7) O=S(=O)(c1ccc(Br)cc1)N1CCCN(Cc2ccccc2F)CC1
(8) COc1ccc(C(F)(F)F)cc1N/C=C\c1nnnn1-c1ccc(C)cc1

screen / no.	1	2	3	4	5	6	7	8
VP16 counter	-3%	-19%	27%	5%	-15%	-14%	2%	-2%
Rab9 prom act	11%	2%	-5%	-11%	-6%	0%	-5%	-4%
RORgamma inh	-12%	32%	23%	-17%	2µM*	-10%	43%	7%
FLuc modulator	0%	4%	-13%	4%	4%	-2%	0%	2%
ELG1 genotoxic	5%	-1%	14%	-2%	-7%	0%	2%	-1%
KCNH2 3.1 inh	8	-16	9	-17	-21	3	-31	-11
FBPA coupling cs	x	3	-1	3	-2	-9	4	-5
uPA surface inh	-7%	14%	0%	5%	-1%	4%	3%	0%
Tb PFK block	-1%	3%	-2%	0%	1%	-1%	-3%	-1%
Giardia killer	6	-10	-7	7	-5	-3	4	25
NPC1 promoter act	4%	0%	0%	-4%	-6%	1%	0%	-4%

(9) COc1ccc(O)c(CN2CCCC(N3CCN(c4ccc(F)cc4)CC3)C2)c1 (stereo not given)
(10) CCCCC(CC)COP(=O)(OCC(CC)CCCC)OCC(CC)CCCC (stereo not given)
(11) CCOc1ccc(CC(=O)N/N=C/c2sccc2C)cc1
(12) CCC(NC(=O)NCCCn1ccnc1)(C(F)(F)F)C(F)(F)F
(13) C=CCOc1c(Br)cc(C2NC(=O)NC(C)=C2C(C)=O)cc1OCC (stereo not given)
(14) CC(C)Cc1ccc(C(C)C(=O)Nc2ccccc2O)cc1 (stereo not given)
(15) Cc1nc(-c2nnc(SCC(=O)Nc3ccc(C(F)(F)F)cc3)n2C)cs1
(16) Cc1oc(-c2cc(F)ccc2F)nc1CN1CCC(C(=O)N2CCOCC2)CC1

screen / no.	9	10	11	12	13	14	15	16
VP16 counter	-7%	-2%	16%	-2%	-1%	u	-23%	0%
Rab9 prom act	-3%	-3%	20%	-2%	-3%	-31%[inhibitor]	-1%	-4%
RORgamma inh	9%	-4%	2%	2%	-28%	-25%	-41%	1%
FLuc modulator	12%	-1%	2%	8%	0%	-1%	-1%	6%
ELG1 genotoxic	-5%	2%	1%	0%	0%	13%	-3%	6%
KCNH2 3.1 inh	-24	4	-9	7	-14	9	-6	1
FBPA coupling cs	-1	x	1	7	-4	0	2	x
uPA surface inh	-3%	-57%	5%	11%	2%	3%	0%	-3%
Tb PFK block	-1%	0%	-3%	2%	0%	0%	-11%	2%
Giardia killer	11	11	2	-27	10	-16	-6	1
NPC1 promoter act	0%	-5%	-4%	-1%	12%	-11%	0%	-2%

(17) Cc1ccc(C(=O)CNc2nc3c(c(=O)[nH]c(=O)n3C)n2Cc2ccccc2)cc1
(18) O=C(c1scc2c1CCCC2)N1CCOCC1
(19) Fc1ccccc1Cn1nnc2c(NCCc3ccccn3)ncnc21
(20) Cc1ncoc1C(=O)N1CCc2c([nH]c3ccccc23)C1c1ccccc1F (stereo not given)
(21) CCCCNC(=O)Cn1c(=O)c2c(ncn2CC)n(Cc2ccccc2)c1=O
(22) O=C(COC(=O)Cn1cnc2ccccc21)Nc1cccc([N+](=O)[O-])c1
(23) CCCCCCSc1nsc(NC(=O)CCC)n1
(24) Cc1ccc(NC2=NC3(CCCCC3)N=C(N)N2)c(C)c1

screen / no.	17	18	19	20	21	22	23	24
VP16 counter	1%	-1%	-1%	-4%	-16%	-3%	-18%	-1%
Rab9 prom act	6%	-4%	8%	-2%	-4%[1.84 µM]	0%	u	-3%
RORgamma inh	18%	0%	32%	10%	-4%	-12%	-10%	0%
FLuc modulator	-14%	-2%	3%	0%	2%	-1%	u	0%
ELG1 genotoxic	2%	4%	-4%	-4%	1%	3%	9%	-6%
KCNH2 3.1 inh	-5	-8	-14	3	1	-13	-47	1
FBPA coupling cs	1	-16	0	-2	0	3	1	-2
uPA surface inh	4%	-5%	3%	3%	15%	-3%	-2%	x
Tb PFK block	-3%	0%	-1%	5%	1%	-4%	0%	0%
Giardia killer	-6	12	3	-5	3	13	3	-1
NPC1 promoter act	-4%	-1%	-1%	0%	-7%	-5%	12%	-6%

Compounds shown so far with an aryl thioether with sulfur outside any ring:
(1) CC(=O)Nc1nnc(SCC(=O)Nc2ccc3c(c2)OCCO3)s1
(15) Cc1nc(-c2nnc(SCC(=O)Nc3ccc(C(F)(F)F)cc3)n2C)cs1
(23) CCCCCCSc1nsc(NC(=O)CCC)n1

screen / no.	1	15	23
VP16 counter	-3%	-23%	-18%
Rab9 prom act	11%	-1%	u
RORgamma inh	-12%	-41%	-10%
FLuc modulator	0%	-1%	u
ELG1 genotoxic	5%	-3%	9%
KCNH2 3.1 inh	8	-6	-47
FBPA coupling cs	x	2	1
uPA surface inh	-7%	0%	-2%
Tb PFK block	-1%	-11%	0%
Giardia killer	6	-6	3
NPC1 promoter act	4%	0%	12%

(more compounds)
(25) CC(C)CCN1CC(C(=O)NCc2ccccc2)CC1=O (stereo not given)
(26) Cc1ccccc1Nc1nc(N)nc(COC(=O)[C@@H](NC(=O)c2c(F)cccc2F)C(C)C)n1
(27) CCOc1ccc(CC(=O)N2CCN(c3ccc(N4CCOCC4)nn3)CC2)cc1OCC
(28) Cc1ccc(CNC(=O)c2cc(S(=O)(=O)N3CCCCC3)ccc2N2CCOCC2)cc1
(29) Clc1ccccc1-c1csc(Nc2cccnc2)n1
(30) O=C(O)c1ccc[nH]c1=S
(31) C/C(=N/NC(=O)c1nnn(-c2nonc2N)c1COc1ccccc1)c1ccccc1
(32) COc1ccc(CCNC(=O)CSc2nnc3ccc(-c4cccnc4)nn23)cc1

screen / no.	25	26	27	28	29	30	31	32
VP16 counter	-3%	x	1%	x	-9%	-5%	-17%	5%
Rab9 prom act	-3%	1%	-3%	-13%	u	-4%	-4%	1%
RORgamma inh	15%	x	34%	x	-34%	-7%	-11%	16%
FLuc modulator	0%	3%	-4%	-2%	u	-2%	1%	4%
ELG1 genotoxic	11%	-6%	0%	-6%	8%	0%	1%	4%
KCNH2 3.1 inh	6	8	17	6	7	9	2	18
FBPA coupling cs	2	x	1	x	-2	-24	-8	-1
uPA surface inh	5%	-4%	-14%	-12%	5%	5%	-25%	-2%
Tb PFK block	2%	2%	-1%	1%	0%	1%	1%	-7%
Giardia killer	2	-19	4	-15	-3	-9	-3	35[activator]
NPC1 promoter act	0%	0%	-1%	1%	2.8µM*	-1%	-3%	-5%

(33) CSc1nc2ccc(NC(=O)C3=NN(c4ccccc4)C(=O)CC3)cc2s1
(34) Cc1[nH]nc(-c2ccc(O)cc2O)c1-c1ccc(Cl)cc1
(35) COC(=O)Nc1ccc(S(=O)(=O)N2CCCC(C(=O)NC3CCS(=O)(=O)C3)C2)cc1 (stereo not given)
(36) O=C(/C=N/NC(=O)c1ccccc1Br)c1ccccc1
(37) O=C(O)COCC(=O)NCc1nc(-c2ccc(C(F)(F)F)cc2)no1
(38) CCN(CC)c1ccc(S(=O)(=O)N2CCOCC2)cc1NC(=O)CSc1nnc(N)s1

screen / no.	33	34	35	36	37	38
VP16 counter	-3%	22µM*	-4%	14%	0%	x
Rab9 prom act	0%	-10%	-5%	20%	-5%	-6%
RORgamma inh	-28%	13µM*	14%	u	-2%	x
FLuc modulator	19µM*	3%	5%	9.5µM*	u	-8%
ELG1 genotoxic	0%	1%	0%	6%	-1%	-2%
KCNH2 3.1 inh	-11	15	2	4	6	7
FBPA coupling cs	-15	x	4	-9	5	x
uPA surface inh	-4%	-3%	2%	-2%	8%	2%
Tb PFK block	11%	1%	-3%	-11%	4%	u
Giardia killer	-28	2	-9	29	5	13
NPC1 promoter act	6%	-3%	-2%	7%	-3%	-5%
